hgDAF12 agonist = agonists of H. glycines DAF-12 nuclear receptor; HEK293 GAL4-hgDAF12 UAS-luciferase reporter, agonist luminescence; normalized to butyrate control; activation, % at 6.8 µM; hit rate 1.8% among 370,000;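 active = activation above a cutoff set at the mean of all screened compounds plus 3 SD, cut at about 10% in these data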;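 also: 0% = DMSO wells and 100% = sodium butyrate wells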
DAX1 inh-1 = NR0B1 (DAX1) inhibition | hit rate 0.99% among 340,000 | HEK293 Gal4-DAX1 luciferase reporter, luminescence | inhibition, % at 6.75 µM | AID 504766 | P51843;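 active = inhibition above the mean over all tested compounds plus 3 SD, cut at about 4.2% in these data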;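 also: 0% = DAX1-transfected cells with DMSO and 100% = empty-vector control cells with DMSO; inhibition shows as a rise in luminescence from relieved DAX1 repression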
NPR1 activator = GC-A (human) enzyme activation; activation, % at 10 µM; HEK293 GC-A cells, cGMP TR-FRET, EC30 ANP; 0% at EC30 ANP, 100% saturating ANP; hit rate 0.14% among 370,000; in the data active = activation above about 40%
Target sequence (P16066 whole entry, looked up): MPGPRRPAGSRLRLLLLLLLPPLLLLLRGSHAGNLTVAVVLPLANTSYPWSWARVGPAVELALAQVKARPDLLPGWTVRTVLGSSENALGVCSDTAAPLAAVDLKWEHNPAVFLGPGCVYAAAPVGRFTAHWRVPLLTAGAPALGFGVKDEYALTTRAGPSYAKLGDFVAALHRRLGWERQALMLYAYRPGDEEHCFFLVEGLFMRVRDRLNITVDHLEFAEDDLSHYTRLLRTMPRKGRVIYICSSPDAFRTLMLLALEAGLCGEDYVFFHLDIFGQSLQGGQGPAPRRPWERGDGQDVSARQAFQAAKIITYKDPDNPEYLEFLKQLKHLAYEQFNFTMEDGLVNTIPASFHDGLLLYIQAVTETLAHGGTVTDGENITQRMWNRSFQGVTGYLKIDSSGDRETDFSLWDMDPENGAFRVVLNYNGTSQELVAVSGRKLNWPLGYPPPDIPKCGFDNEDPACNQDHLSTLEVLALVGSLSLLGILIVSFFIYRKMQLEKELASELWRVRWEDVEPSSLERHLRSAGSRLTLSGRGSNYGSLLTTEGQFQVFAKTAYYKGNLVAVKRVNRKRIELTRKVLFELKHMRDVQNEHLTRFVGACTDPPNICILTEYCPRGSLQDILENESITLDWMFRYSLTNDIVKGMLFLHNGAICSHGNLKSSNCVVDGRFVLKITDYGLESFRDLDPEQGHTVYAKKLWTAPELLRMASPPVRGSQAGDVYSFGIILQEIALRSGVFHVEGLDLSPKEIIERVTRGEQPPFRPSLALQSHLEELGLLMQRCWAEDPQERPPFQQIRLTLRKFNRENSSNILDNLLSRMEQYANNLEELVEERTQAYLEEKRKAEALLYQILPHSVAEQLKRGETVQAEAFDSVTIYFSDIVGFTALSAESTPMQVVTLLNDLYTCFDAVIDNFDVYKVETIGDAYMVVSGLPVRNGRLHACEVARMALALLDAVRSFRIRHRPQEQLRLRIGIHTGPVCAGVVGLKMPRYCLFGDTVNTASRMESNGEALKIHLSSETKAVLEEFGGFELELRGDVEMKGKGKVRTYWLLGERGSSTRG
ADAM17 inh = ADAM17 inhibition, QFRET primary screen | recombinant ADAM17, EDANS/DABCYL FRET peptide cleavage | inhibition, % at 6.95 µM | hit rate 0.83% among 370,000;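 active = inhibition above the mean of compounds lying between control limits plus 3 SD, set per campaign, cut at about 8.5% in these data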;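 also: 0% = DMSO-only wells as the low control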
ssDAF-12 act = S. stercoralis DAF-12 activation, primary screen; hit rate 1% among 370,000; HEK293 ssDAF-12/GRIP1 lit1-tk-luc reporter, luminescence; % of 3 µM dafachronic acid response; activation, % at 6.8 µM;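 active = activation above the mean over all tested compounds plus 3 SD, cut at about 0.9% in these data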;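 also: 0% = DMSO-only wells and 100% = 3 µM delta7-dafachronic acid wells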
DAX1 inh-2 = blocks DAX1 repression of SF-1 activated StAR promoter. hit rate 1.1% among 370,000. inhibition, % at 6.8 µM. AID 652010. HEK293T StAR-luciferase reporter, SF-1/DAX-1 repression relief;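 active = inhibition above the mean over all tested compounds plus 3 SD, cut at about 3.6% in these data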;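 also: 0% = DAX-1 cells with DMSO and 100% = cells lacking DAX-1 with DMSO; higher inhibition means more luminescence from relief of DAX-1 repression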
GAA850 FXN act = frataxin GAA850 promoter activation. HEK293 lucGAA850 FXN promoter luciferase reporter, 24 h; percent of 10 µM SAHA response. activation, % at 6 µM. hit rate 0.56% among 360,000;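 active = activation above the average of all compounds screened plus 3 SD, cutoff fixed separately per campaign, cut at about 7.5% in these data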;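 also: 0% = DMSO wells and 100% = 10 µM SAHA wells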
hcDAF-12 act = activators of H. contortus DAF-12 nuclear receptor; HEK293 hcDAF-12 lit1-tk-luc reporter, luminescence; 0% DMSO, 100% Δ7-dafachronic acid; activation, % at 6.8 µM; hit rate 1.4% among 370,000; AID 652067;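 active = activation above the mean of all tested compounds plus 3 SD, cut at about 5.5% in these data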;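 also: 100% = response to 3 µM Δ7-dafachronic acid high control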
SMARCA2 act = increases SMARCA2 function in MMTV reporter cells | hit rate 1% among 370,000 | activation, % at 9.1 µM | MG213 cells, MMTV-luciferase reporter, dexamethasone, overnight; in the data active = activation above about 7.8%;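 also: 0% = vehicle wells and 100% = reference activator wells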
PG9 Ab binder = small molecules binding HIV-1 gp120 antibody PG9 | TR-FRET gp120-PG9 antibody binding | hit rate 0.43% among 360,000 | inhibition, % at 6.7 µM | AID 624416; in the data active = inhibition above about 8.5%
ADAM10 inh = inhibits human ADAM10. recombinant ADAM10, EDANS/DABCYL FRET peptide cleavage, 3 h. O14672. hit rate 0.62% among 370,000. inhibition, % at 7 µM;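 active = inhibition above a per-campaign cutoff equal to the mean of compounds falling between control-based bounds plus 3 SD, cut at about 20% in these data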;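 also: 0% = DMSO wells while the 100% control is not disclosed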
The depositor's hits bear a star; i = inactive; nt = not tested or not shown.

SMILES	hgDAF12 agonist	DAX1 inh-1	NPR1 activator	ADAM17 inh	ssDAF-12 act	DAX1 inh-2	GAA850 FXN act	hcDAF-12 act	SMARCA2 act	PG9 Ab binder	ADAM10 inh
CCCCN(C(=O)c1cc(-c2ccco2)nc2ccccc12)c1c(N)n(CCC)c(=O)[nH]c1=O	0.6	0.7	-2	-16	-1.2	0.6	-0.6	0.6	-1	0.7	-72
CC1=C(C)CC(C(=O)NCC(=O)c2ccccc2)C(C(=O)O)C1 (configuration not stated)	5.4	0.9	-3	-5	-1.0	1.4	3.9	0.9	-1	0.3	4
O=C(NCc1ccccc1Cl)C(=O)NCC1OCCCN1S(=O)(=O)c1cccs1 (configuration not stated)	-1.0	0.5	2	2	-1.1	-1.1	1.3	-1.2	0	-1.6	-8
C=CCn1c(O)c(N=NC(=S)Nc2ccccc2F)c2cc(S(=O)(=O)N3CCOCC3)ccc21	-8.7	-2.1	-5	8	-2.8	-2.8	5.0	-2.0	7	-0.2	8
COc1cccc(N(CC(=O)NCCSc2ccc(Cl)cc2)S(C)(=O)=O)c1	-2.3	-0.5	-1	0	-1.3	0.7	-0.1	0.5	0	-0.8	7
CCc1ccccc1NC(=O)CN(C)C(=O)c1cc(C2CC2)nc2c1cnn2C(C)C	0.4	0.1	-4	-2	-1.2	-0.3	0.1	-1.2	-2	0.5	-6
COc1ccc(-c2noc(N3CCC(C(=O)NCCCN4CCCC(C)C4)CC3)n2)cc1 (configuration not stated)	2.0	0.3	-6	-4	-0.4	-0.4	1.0	0.0	2	1.0	-19
CCc1ccc(C2c3[nH]c4ccccc4c3CCN2C(=O)CNC(N)=O)cc1 (configuration not stated)	1.6	-0.9	17	6	-0.8	-0.4	0.3	2.0	2	0.7	12
CS(=O)(=O)Nc1ccccc1C(=O)O	-2.5	1.6	0	-5	-1.4	-0.6	-1.0	0.2	2	-0.7	-6
COc1ccccc1OC(C)C(=O)Nc1ccc(S(=O)(=O)N2CCN(C)CC2)cc1 (configuration not stated)	2.1	1.0	-5	-2	-0.7	0.2	0.8	-2.1	-3	-1.1	0
CCN(CC)C(=O)Oc1ccc2ccccc2c1Cl	-2.2	1.0	-3	-3	-1.7	-0.1	1.3	-1.7	6	-0.2	6
CCN(CC)c1ccc(C(=O)NNC(=O)CCNC(=O)c2ccccc2)cc1	0.7	1.0	2	1	-0.7	3.3	0.3	-0.4	-1	-0.5	-8
CCCc1ccc2c(N)c(C#N)sc2n1	6.2	-0.3	-1	-53	-1.6	0.1	1.2	0.0	1	1.6	-136
O=[N+]([O-])c1ccc(Cl)c(/C=N/n2c(C3CCCCC3)n[nH]c2=S)c1	-0.4	-0.4	0	-5	-0.9	-0.1	0.1	-0.3	-2	1.4	-6
Cc1ccc(C(=O)N2CCN(S(=O)(=O)c3ccccc3)CC2)s1	-1.2	-0.7	-1	-1	-0.7	0.5	0.0	-1.1	0	1.7	-8
COc1ccc(C2C3=C(CC(C)(C)CC3=O)Oc3ncn4nc(-c5cccnc5)nc4c32)cc1 (configuration not stated)	0.6	-1.1	-27	-5	-1.7	-0.8	1.4	-1.0	-4	-1.2	-1
Cc1c(Cl)cnc(NC(=O)COC(=O)c2ccc3ncsc3c2)c1Cl	-3.6	-1.8	-1	-1	-2.0	-0.9	-3.9	-3.6	-3	-1.5	5
O=[N+]([O-])c1ccc(Cl)cc1N1CCCC1	0.9	1.8	0	-2	-0.4	0.0	-2.1	-1.6	2	-4.4	-1
Cn1c(N)c(C(=O)COC(=O)COc2ccc(C#N)cc2)c(=O)n(C)c1=O	-1.1	0.7	6	-11	-1.1	0.6	0.8	1.3	-1	1.1	-7
COc1ccc(C(=O)Nc2nc(C)cs2)cc1S(=O)(=O)N1CCOCC1	3.6	1.1	9	-3	-0.3	-0.6	-1.1	2.5	-1	1.2	-14
O=C(Cc1cccc2ccccc12)Nc1cccnc1	-0.2	-0.3	0	-3	-1.7	0.0	2.2	-1.8	0	0.1	-1
Cn1ccnc1C(=O)c1ccc(Cl)c(S(=O)(=O)N2CCOCC2)c1	-0.6	1.4	2	-6	-1.6	-0.2	-0.6	1.9	-4	0.5	-8
O=C(COc1ccccc1[N+](=O)[O-])N1CCN(S(=O)(=O)c2ccccc2)CC1	-3.1	0.4	-17	-1	-1.9	-0.6	1.8	0.4	-2	0.8	6
CCCCc1ccc(-c2nc(-c3ccncc3)no2)cc1	7.4	0.9	-8	-1	0.0	2.4	2.2	0.2	4	-0.4	2
Clc1cccc(CNc2nc(-c3cccnc3)nc3ccccc23)c1	-3.4	-0.4	20	-13	-1.3	-0.5	0.4	-2.3	-2	0.2	-17
COC(=O)C1=C(C)N(Cc2ccccc2)C(=NCc2cccc(C(F)(F)F)c2)N[C@H]1c1cccc(F)c1	-0.5	2.1	-13	0	-1.0	0.3	-3.6	-0.2	-1	-0.5	2
NS(=O)(=O)c1ccc(N2CCOCC2)c(C(=O)NCCCSc2ccccc2)c1	-3.2	0.0	0	1	-1.0	-1.4	-0.3	-0.5	5	-0.2	-6
CCCCn1c(CN2CCN(C)CC2)nc2ccccc21	-1.4	1.8	0	-3	-1.6	0.1	-4.4	-0.2	-3	1.3	-16
CCN(C(=O)Cn1cc(C(F)(F)F)ccc1=O)c1c(N)n(Cc2ccccc2)c(=O)[nH]c1=O	-0.9	0.5	1	-2	-2.0	0.5	1.0	-1.4	5	0.6	8
CCc1ccc(C(=O)COC(=O)C(CCSC)NC(=O)c2ccccc2)cc1 (configuration not stated)	2.5	2.6	1	1	-0.4	0.6	0.3	-0.1	6	-3.5	5
O=C(COc1cccc2ccccc12)Nc1nc2ccccc2[nH]1	1.8	-1.4	-2	2	0.0	0.9	0.6	1.1	-1	-1.8	7
COC(=O)c1ccc(NS(=O)(=O)c2cc(C)ccc2OC)cc1	-1.5	0.2	-1	-3	-1.3	-0.6	-0.9	-1.5	-1	-1.2	1
COC(=O)c1cc(C)sc1NC(=O)CN1CCN(C(=O)c2ccco2)CC1	0.9	-0.2	0	0	-1.1	-0.9	3.9	-2.3	-1	0.5	-1
Cc1ccc(C(C(=O)NC2CCCC2)N(C(=O)Cc2cccs2)c2ccc(C)c(C)c2)o1 (configuration not stated)	-0.6	0.4	-24	-2	-1.7	0.2	-1.2	-1.6	-4	0.4	2
COc1cc(C(=O)O)ccc1OCc1ccncc1	-1.1	1.7	1	2	-0.1	0.7	-0.3	1.7	-2	-1.3	0
COCc1cc(=O)n2[nH]c(C)nc2n1	3.1	1.4	-2	-2	-0.5	0.8	3.2	0.8	-3	2.6	9
Cc1c(CCC(=O)O)c(=O)oc2cc(OCc3ccccc3Br)ccc12	-1.5	1.1	5	-133	-1.5	0.3	-1.9	-0.2	-7	3.8	-327
COc1cccc(C(=O)n2ccc(-c3cccs3)n2)c1	-0.5	0.3	-1	1	-1.7	-0.2	-0.9	0.2	2	-1.9	-2
CC(=O)Nc1nnc(SCc2cc(=O)c(OC(=O)c3ccccc3)co2)s1	-2.0	-0.7	1	-6	-1.3	0.1	1.2	-0.9	-1	1.1	-7
NC(=O)c1ccc(Sc2nnc(-c3cccs3)n2CC2CCCO2)c([N+](=O)[O-])c1 (configuration not stated)	1.2	-0.9	-3	1	-1.1	-0.3	1.9	-3.0	-2	-1.7	7
c1ccc(-c2ccccc2OCCCN2CCCCC2)cc1	1.2	-0.3	-11	5	-0.4	0.5	-2.4	-0.6	-1	-0.4	-5
COC(=O)c1cnc(NNS(=O)(=O)c2ccc(Cl)cc2)nc1C(F)(F)F	1.7	nt	-7	2	-0.4	-0.8	-0.3	-0.2	-4	-3.0	14
CN(CC(=O)Nc1cccc(F)c1)C(=O)CCc1nc2ccccc2c(=O)[nH]1	1.4	1.2	-1	-4	-0.3	0.7	2.4	0.1	-2	0.2	-11
CC(NC(=O)CCc1ccccc1)c1ccc2c(c1)OCO2 (configuration not stated)	-3.8	1.3	0	0	-0.6	-0.3	1.7	-2.2	-2	-0.2	-7
COc1cccc(NC(=O)COC(=O)c2ccc3ccccc3n2)c1	2.6	-0.4	-4	-3	0.8	0.2	2.3	4.2	-2	0.8	-10
CC(=O)Nc1ccc(S(=O)(=O)NNc2ccc([N+](=O)[O-])cc2)cc1	-0.5	0.9	-2	6	-0.9	0.8	-1.1	-2.5	-1	1.4	-2
Cc1ccc(NC(=O)c2cnccn2)cc1	7.0	3.5	5	0	-1.1	2.6	7.0	4.1	3	1.1	-5
Cn1cccc1CC(=O)N/N=C\c1ccccc1	4.7	nt	2	-7	-0.7	-0.1	2.5	0.7	-2	-0.6	-2
CCC(C)C(=O)Nc1nc(-c2ccc3c(c2)NC(=O)CO3)cs1 (configuration not stated)	0.9	-1.9	3	-5	-1.4	-0.5	1.1	-1.6	-4	3.9	-8
CCn1c(=O)c(C(=O)CN2CCCc3ccccc32)c(N)n(Cc2ccccc2)c1=O	2.7	0.2	6	5	-1.0	-0.5	-1.2	3.2	2	-2.2	3
CCCNC(=O)c1cc(C2CCCCN2C(=O)c2cccs2)on1 (configuration not stated)	-3.0	nt	-1	-5	-0.2	0.4	-1.3	0.1	-5	-0.6	-8
O=C(c1cc(C2CC2)nn1-c1ccccc1)N1CCN(c2ccccc2O)CC1	-0.8	-0.9	-1	3	-1.1	-2.3	2.0	0.5	-3	1.3	-2
O=c1[nH]c2ccc(S(=O)(=O)Nc3ccc(Cl)cc3)cc2o1	2.5	1.3	1	1	-1.3	-1.0	0.0	0.0	-2	0.8	0
O=C(Nc1cccnc1)c1cccc(NC(=O)c2ccco2)c1	-1.6	0.1	-8	3	-0.9	0.3	-2.0	-1.6	1	0.1	6
O=C(CCNC(=O)c1ccc(Br)o1)NCc1ccccc1Cl	-1.0	-0.5	1	-4	-1.9	-0.5	-2.4	-2.2	0	0.8	-8
Cc1ccc2nc(N(CCCN(C)C)C(=O)CCc3ccccc3)sc2c1	-3.8	-0.4	-5	2	-1.9	-0.4	0.6	-2.4	-5	0.8	2
CCc1cc(=O)oc2cc(OC(=O)c3ccco3)ccc12	0.7	-0.6	0	i	-1.4	1.7	-0.1	1.0	-1	-1.6	i
O=C(CCC(=O)N1CCOc2ccc(Cl)cc21)NCCN1CCOCC1	0.8	0.2	0	3	-0.7	0.6	1.6	2.7	-3	0.3	-8
Cc1ccc2nc(SCC(=O)N3N=C(c4cccs4)CC3c3ccc(F)cc3)nc(=O)n2c1 (configuration not stated)	-0.2	-0.1	2	-3	-1.1	0.7	0.9	-0.4	3	3.0	-5
COc1ccc(NC(=O)CCS(=O)(=O)c2cccc3nonc23)cc1	-0.2	0.0	1	-5	-1.6	-0.6	0.1	-1.0	-3	-0.1	-9

Pulled one by one from above, 2 records:
SMILES	hgDAF12 agonist	DAX1 inh-1	NPR1 activator	ADAM17 inh	ssDAF-12 act	DAX1 inh-2	GAA850 FXN act	hcDAF-12 act	SMARCA2 act	PG9 Ab binder	ADAM10 inh
O=C(Nc1cccnc1)c1cccc(NC(=O)c2ccco2)c1	-1.6	0.1	-8	3	-0.9	0.3	-2.0	-1.6	1	0.1	6
O=c1[nH]c2ccc(S(=O)(=O)Nc3ccc(Cl)cc3)cc2o1	2.5	1.3	1	1	-1.3	-1.0	0.0	0.0	-2	0.8	0

Bioassay records deposited in PubChem BioAssay by several laboratories.

Compounds as they come; any-hit rate near 6.8%.
